High-throughput results as filed in PubChem BioAssay.
HCMV antiviral: human cytomegalovirus inhibition. activity change, negative = inhibition, % at 57.5 µM. HFF cells, HCMV-luciferase reporter, 72 h; hits give low values. hit rate 4.5% among 410,000; in the data active = activity change below about -60%; inconclusive = no clear call, values can overlap the other calls; inactive = above about -39%
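Cell-based, HFFs, 1000 cells/well, 16 h 37C; cpds in DMSO + HCMV-luc, MOI 1 PFU/cell; 72 h 37C; OneGlo luminescence after 5 min RT; norm. to buffer vs Salinomycin 10uM.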
Sm TGR block: S. mansoni TGR enzyme inhibition; Q962Y6; purified TGR, DTNB reduction, TNB absorbance 405 nm; Potency, µM (highest dose often 114 µM), for the others: at the top dose activity change, negative = inhibition, usual class: inhibitors; hit rate 3% among 360,000; AID 485364; note: potency is the fitted concentration of half-maximal effect; nearly all actives have a fitted effect of over 60% in size
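Kinetic colorimetric format: TGR-catalysed, NADPH-driven DTNB reduction monitored via TNB absorbance. Enzyme dispensed at 20 nM; compound exposure 15 min at room temperature before reaction start.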
AmpC inh no detg: AmpC beta-lactamase inhibition without detergent; P00811; AmpC nitrocefin hydrolysis, absorbance 480 nm, 0.0001% Triton; Potency, µM (doses to about 57.1 µM), inactives show top-dose activity change, negative = inhibition, actives largely listed as inhibitors; hit rate 0.52% among 330,000;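 note: potency is the fitted concentration of half-maximal effect; plate controls were no compound for no effect and no enzyme for full effect; nearly all actives have a fitted effect of over 20% in size; some results filed as inactive show a strong effect at the top dose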
Target sequence (P00811 whole entry, looked up): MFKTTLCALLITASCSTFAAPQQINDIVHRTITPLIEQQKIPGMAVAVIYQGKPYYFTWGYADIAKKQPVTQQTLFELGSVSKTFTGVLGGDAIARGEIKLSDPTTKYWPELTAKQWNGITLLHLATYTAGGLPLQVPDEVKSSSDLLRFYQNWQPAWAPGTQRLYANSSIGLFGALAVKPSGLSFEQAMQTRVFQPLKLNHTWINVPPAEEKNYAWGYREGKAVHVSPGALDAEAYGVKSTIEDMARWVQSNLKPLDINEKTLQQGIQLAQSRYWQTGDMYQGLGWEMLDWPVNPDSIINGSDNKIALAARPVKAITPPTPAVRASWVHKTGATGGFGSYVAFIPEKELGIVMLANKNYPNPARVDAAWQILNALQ
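20 mM phosphate pH 7.0 + 0.01% (detergent screen) or 0.0001% Triton X-100; 5.3 nM AmpC reagent; cpd preinc 15 min RT; nitrocefin (800 uM stock) to start; A480 q20 s × 4 min; Activity was normalised to no-enzyme and no-compound control wells.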
AmpC detergent: inhibitors of E. coli AmpC beta-lactamase with detergent; AID 485294; hit rate 0.041% among 370,000; P00811; Potency, µM (series often up to 114 µM), for the others: at the highest dose activity change, negative = inhibition, most hits filed as inhibitors; AmpC hydrolysis of nitrocefin, absorbance 480 nm, 0.01% Triton;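 note: potency is the fitted concentration of half-maximal effect; 0% = no-compound wells and -100% = no-enzyme wells; nearly all actives have a fitted effect of over 25% in size; some results filed as inactive show a strong effect at the top dose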
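AmpC (5.3 nM in the dispensed reagent) in 20 mM phosphate pH 7.0 with 0.01% (detergent screen) or 0.0001% Triton X-100 was preincubated with compounds for 15 min at room temperature. Nitrocefin was then added from an 800 uM solution, and hydrolysis was followed at 480 nm.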
AMA1 RON2 block: inhibitors of Plasmodium falciparum AMA1-RON2 interaction. AlphaScreen AMA1-biotinylated RON2 peptide binding. Potency, µM (titrated, usually from 58.2 µM), for the others: at the top dose activity change, negative = inhibition, usual class: inhibitors. hit rate 0.2% among 360,000. AID 720542;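 note: potency is the fitted concentration of half-maximal effect; 0% = vehicle wells and -100% = peptide control; nearly all actives have a fitted effect of over 45% in size; some results filed as inactive show a strong effect at the top dose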
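AMA1 (3D7) with his tag at 25 nM final met compounds first, then biotinylated RON2 peptide at 25 nM; detection used donor plus acceptor beads, 10 µg/mL apiece, read by AlphaScreen after 30 min at room temperature.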
FBPA Giardia inh: inhibitors of Giardia lamblia fructose-1,6-bisphosphate aldolase. A8B2U2. purified Giardia FBPA. Potency, µM (highest dose often 59.6 µM), for the others: top-dose activity, negative = inhibition, usual class: inhibitors. hit rate 0.71% among 290,000. AID 2451; note: potency is the fitted concentration of half-maximal effect; nearly all actives have a fitted effect of over 55% in size
Target sequence (A8B2U2 whole entry, looked up): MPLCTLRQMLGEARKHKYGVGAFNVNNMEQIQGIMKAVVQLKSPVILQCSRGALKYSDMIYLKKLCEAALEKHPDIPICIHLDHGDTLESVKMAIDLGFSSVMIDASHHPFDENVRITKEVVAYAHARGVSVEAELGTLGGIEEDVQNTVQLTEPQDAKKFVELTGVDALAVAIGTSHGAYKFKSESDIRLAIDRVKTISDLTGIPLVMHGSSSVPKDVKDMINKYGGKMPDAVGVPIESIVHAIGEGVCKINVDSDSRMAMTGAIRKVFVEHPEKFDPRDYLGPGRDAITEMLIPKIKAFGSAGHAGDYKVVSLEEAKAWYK
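40 nM FBPA preincubated 10 min at RT with compound (up to 57.5 uM final), then substrate plus GAPDH/TPI/NAD/arsenate coupling and diaphorase/resazurin added. Fluorescence read after 20 min at RT, 525/598 nm.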
Starred values were filed as active, the others as inactive; ? = inconclusive; . = not tested or not shown; & = joins results of further samples; [ ] = remark or other dose. Unless noted, calls come from the whole dose curve; as a rule, active = well fitted curve in the direction sought with a large enough effect; inconclusive = small, poorly fitted or top-dose-only effect, or another doubt; inactive = no such curve, though single readings can be large; an effect the other way counts as inactive or inconclusive. Unless noted, % is set by controls: 0 for no effect and ±100 for the full control effect.

SMILES	HCMV antiviral	Sm TGR block	AmpC inh no detg	AmpC detergent	AMA1 RON2 block	FBPA Giardia inh
COc1ccc(OCC(=O)Nc2cc(C)c(Cl)cc2OC)c([N+](=O)[O-])c1	-64*	-27%	0%	-15%	8%	0%
COc1cc(/C=C2\SC(=S)N(c3cccnc3)C2=O)ccc1O	-29	2%	-8%	-11%	-2%	-1%
Cc1cc(N2CCN(C)CC2)nc2ccc(NC(=O)CCC(=O)NCCc3ccc(Cl)cc3)cc12	-20	2%	1%	1%	7%	11%
O=C(Nc1cccc([N+](=O)[O-])c1)NC1CCCCCCC1	4	?	-51%	2%	-10%	.
O=S(=O)(c1ccc(OCC(O)CN2CCN(c3ccccc3)CC2)cc1)N1CCOCC1 (stereo unspecified)	-32	-6%	59%	-3%	21%	-2%
CCOc1cc(NCCN2CCOCC2)c([N+](=O)[O-])cc1OCC	81	4%	8%	3%	-13%	10%
O=C(NN=C1CCCC1)C(=O)Nc1cccc(C(F)(F)F)c1	-8	?	-20%	?	25%	2%
CCOC(=O)Nc1ccc(S(=O)(=O)NCc2ccccc2)cc1	-62*	0%	-16%	-6%	-8%	5%
O=C(/C=C/c1ccccc1)NC(=S)Nc1ccccc1	-9	?	28%	-19%	9%	1%
Cc1ccc(C(=O)O)cc1NC(=S)NCCc1ccccc1	22	-9%	-21%	?	0%	?
COc1ccc(C2CC(=O)N(CC(=O)Nc3ccc(C(C)=O)cc3)c3ccccc3S2)cc1OC (stereo unspecified)	-10	4%	.	17%	.	.
CCCC1(CCC)C(=O)NC(=NCCc2ccc(OC)c(OC)c2)NC1=O	0	-10%	-27%	-5%	-8%	5%
CN1CCN(C(=O)C2CCCN(S(=O)(=O)c3ccccc3)C2)CC1 (stereo unspecified)	-8	1%	6%	-1%	?	.
O=C(CC1S/C(=N/N=C/c2c[nH]c3ccccc23)NC1=O)Nc1ccccc1 (stereo unspecified)	77	-2%	25µM*	-3%	51%[activator]	1%
CSc1ncccc1C(=O)Nc1nc2ccc(S(C)(=O)=O)cc2s1	46	-1%	-28%	1%	4%	1%
O=C(NCCN1CCOCC1)Nc1ccc(Cl)cc1Cl	87	2%	-8%	3%	-2%	-1%
CC(=O)Oc1cccc(C2C3=C(CC(C)(C)CC3=O)Nc3ccccc3N2C(C)=O)c1 (stereo unspecified)	-37	-22%	-1%	?	-2%	21%
C=CCOc1ccc(/C=N/NC(=O)CN2CCCCC2)cc1OC	13	8%	-19%	?	10%	1%
CC1O[C@@H](OC2C(COC3OC(CO)C(O)[C@H](O)C3O)OC(OC3CC[C@]4(C)C(CC[C@@]5(C)[C@@H]4CC=C4[C@@H]6CC(C)(C)CC[C@]6(CO)C(O)C[C@]45C)C3(C)C)C(O)C2O)C(O)C(O)C1O (stereo partly specified)	26	.	257%[activator]	.	-3%	.
COc1ccc(NC(=O)CSCC(=O)Nc2nnc(C3CC3)s2)cc1	-4	-2%	-25%	-14%	13%	.
CC(C)Sc1nnc(NC(=O)C2CC2)s1	54	-6%	-19%	-11%	4%	3%
Cc1cccnc1NC(=O)c1cccc(S(=O)(=O)NCc2ccccc2)c1	-7	1%	-20%	-15%	0%	.
COc1ccc2c(c1)c1ncn(CCN3CCCC3)c(=O)c1n2C	88	4%	2%	-18%	-1%	-9%
CCCCNS(=O)(=O)c1ccc2nc(-c3cccnc3)cc(C(=O)NC(C)C)c2c1	-30&-35	10%&-9%	-1%	-1%&-13%	-3%	0%
Cn1c2ccccc2c(=O)c2c(O)cccc21	-20	0%	-11%	0%	-2%	1%
CN(N)C(=S)Nc1ccc(Cl)cc1	-20	-5%	-10%[11.4 µM]	-15%	14%	?
CC/C(=N/N=C(\CC)c1ccccc1)c1ccccc1	-40	-8%	-31%	?	36%[activator]	2%
CC12CC(NC(=O)N1CCc1ccccc1)c1cc(Cl)ccc1O2 (stereo unspecified)	-13	-18%	-21%	?	-6%	-7%
Cc1nn(Cc2ccc(Cl)c(Cl)c2)c(C)c1NC(=O)c1sc2ccccc2c1Cl	-18	4%	6%	-3%	8%	-9%
Cc1cccc(Oc2cnn(C(C)(C)C)c(=O)c2Cl)c1	-25	0%	-20%	?	15%	5%
O=C1CC(C(F)(F)C(F)(F)C(F)(F)C(F)(F)F)=Nc2ccccc2N1	32	6%	-9%	3%	47%[activator]	0%
Cc1cc(S(=O)(=O)N2CCCC2)ccc1OCC(=O)Nc1ccccc1	29	3%	-3%	6%	-9%	.
Cc1ccc(C(CNS(=O)(=O)c2ccc([N+](=O)[O-])cc2)N2CCN(C)CC2)cc1 (stereo unspecified)	-15	1%	22%	?	-4%	.
N#Cc1ccsc1NC(=O)COC(=O)c1cc2ccccc2cc1O	111	-8%	-41%	2%	-1%	-21%
Cc1cc(C)cc(N2CCn3c2nc2c3c(=O)n(Cc3ccc(Cl)cc3)c(=O)n2C)c1	14	-3%	.	-2%	.	.
COc1ccc(CN([C@H](CO)CC(C)C)S(=O)(=O)N(Cc2ccccc2)[C@H](CO)CC(C)C)cc1	-89*	.	-19%	.	21%	.
CCOC(=O)c1nsnc1NCCSC(=N)N	23	1%	-31%	-14%	-3%	-14%
COc1ccc(-c2c(-c3ccccc3)n(C)c3ccccc23)cc1	-14	.	-21%	.	-26%	.
O=C(COc1ccc(Cl)cc1)Nc1ccc2c(c1)OCO2	-19	0%	-53%	-4%	-14%	-10%
Cc1nc2ccccc2n1CCCOc1ccccc1	4	1%	0%	2%	-13%	-17%
Cc1cc(C)c(C(=O)CN2C(=O)NC3(CCCCC3)C2=O)cc1C	35	-9%	-14%	5%	0%	0%
O=c1c([N+](=O)[O-])c(N2CCCCCC2)c2ccccc2n1-c1ccccc1	67	-8%	-28%	-13%	5%	-4%
COC(=O)c1ccccc1SCC(=O)Nc1ccc(N2CCOCC2)cc1	?	-24%	-1%	1%	1%	.
COC(=O)c1ccc(C2/C(=C(/O)c3ccc4c(c3)CC(C)O4)C(=O)C(=O)N2Cc2cccnc2)cc1 (stereo unspecified)	.	-8%	-14%	?	-15%	-6%
COc1cccc(C(=O)N2CCN(C3CCN(Cc4ccccc4)CC3)CC2)c1OC	0	-9%	11%	?	-2%	?
Cc1nn(-c2ccccc2)c(Cl)c1C(=O)Nc1nnc(C2CCCCC2)s1	-2	12%	-11%	0%	-9%	6%
Cc1noc(C)c1COc1ccc(C(=O)OCC(=O)NC23CC4CC(CC(C4)C2)C3)cc1	-13	12%	26%	0%	-4%	-1%
COc1cc(NC(=O)C2CCCN(S(=O)(=O)c3ccc4c(c3)oc(=O)n4C)C2)cc(OC)c1 (stereo unspecified)	-36	-14%	54%	?	13%	-1%
FCCN(CCF)c1cccc(Cl)c1	5	2%	2%	-4%	1%	2%
CCCC(c1nnnn1C(C)(C)CC)N1CCN(C(=O)c2ccco2)CC1 (stereo unspecified)	?	-15%	77%[activator]	-9%	-1%	?
Cc1ccc(OC(C)C(=O)Nc2ncc(Cl)cc2Cl)c([N+](=O)[O-])n1 (stereo unspecified)	-20	.	2%	.	-17%	.
O=C(Nc1cc(C(F)(F)F)ccc1N1CCOCC1)c1ccncc1	1	.	24%	.	-2%	.
Cc1cc(C)c(C)c(S(=O)(=O)NCCCN2CCOCC2)c1C	54	1%	38%	3%	3%	2%
CC(=O)c1cc(-c2ccc(F)cc2)n(CCC(=O)Nc2nc3c(C)cccc3s2)c1C	0	-2%	.	2%	.	.
CS(=O)(=O)N1CCC(C(=O)Nc2ccccc2Cl)CC1	-6	0%	-11%	-6%	0%	5%
Cc1csc(-c2coc3cc(O)cc(C)c3c2=O)n1	246	17%	-43%	-2%	0%	-10%
CC1CN(c2nnc(NC(=O)c3ccccc3)s2)CC(C)O1 (stereo unspecified)	14	-8%	-5%	-3%	-1%	-5%
CCOC(=O)c1ccc(Oc2nc(C)nc3c2oc2ccccc23)cc1	2	15%	.	-5%	.	.
O=C(CCn1c(=O)[nH]c2ccsc2c1=O)N1CCN(c2ccc([N+](=O)[O-])cc2)CC1	5	0%	0%	-12%	-23%	2%
CC1(c2ccc(OCC#N)cc2)C=C(c2ccc(OCC#N)cc2)n2nc(C(F)(F)F)nc2N1 (stereo unspecified)	-69*	-9%	?	-6%	0%	-13%
Other compounds
SMILES	HCMV antiviral	Sm TGR block	AmpC inh no detg	AmpC detergent	AMA1 RON2 block	FBPA Giardia inh
CCN1CCCC(NC(=O)c2scc3c2CCCC3)C1 (stereo unspecified)	-23	10%	-5%	?	-8%	-8%
CCCn1nnc(NC(=O)/C=C/c2ccccc2)n1	31	3%	-17%	-1%	-11%	-3%
O=C(NCCN1CCN(c2ccccc2Cl)CC1)Nc1ccccc1	45	6%	-22%	-8%	-6%	3%
Nc1nc(Nc2ccccc2)nc(C(F)(F)F)n1	7	7%	-16%	-12%	-16%	9%
CC(C)CCNC(=O)C1CCN(c2nc3ccc(Cl)cc3[nH]2)CC1	0	10%	.	-6%	.	.
COc1ccc(Cl)cc1NC(=O)Cc1c(F)cccc1Cl	24	-8%	-34%	?	11%	-12%
COc1ccc(C(=O)CCC(=O)NC2=NCCS2)cc1	-3	-6%	-12%	1%	31%[activator]	.
O=C(c1ccccc1Oc1ccccc1)N1CCN(c2ccccc2)CC1	?	3%	35%	?	-4%	9%
CCCCn1c(N)c(N(CCOC)C(=O)CSc2nnc(-c3ccc(C(C)(C)C)cc3)n2N)c(=O)[nH]c1=O	-10	13%	142%[activator]	-1%	1%	.
O=C(NCc1ccccc1)C1CCCN(c2cnccn2)C1 (stereo unspecified)	-10	-3%	-9%	?	-1%	.
O=C(Nc1ccc(Cc2ccncc2)cc1)C1CCC(N2C(=O)C3C4C=CC(C4)C3C2=O)CC1 (stereo unspecified)	-80*	0%	60%	-3%	15%	4%
CCN(CC)c1ncnc2scc(C3COc4ccccc4O3)c12 (stereo unspecified)	?	-1%	-5%	?	-22%	9%
CCOc1ccccc1/C=N/NC(=O)C[n+]1ccccc1	-23	2%	-13%	5%	8%	.
CC(=O)Nc1ccc(NS(=O)(=O)c2c(C(=O)N3CCCCCC3)c(C)n(C)c2C)cc1	-13	1%	.	18%	.	.
CCOC(=O)C(=CNc1nc(-c2ccc3ccccc3c2)cs1)C(=O)OCC	5	-19%	2%	11%	24%	3%

Some values from above.
Entry of CCCCn1c(N)c(N(CCOC)C(=O)CSc2nnc(-c3ccc(C(C)(C)C)cc3)n2N)c(=O)[nH]c1=O in AMA1 RON2 block: 1%
Entry of O=C(Nc1ccc(Cc2ccncc2)cc1)C1CCC(N2C(=O)C3C4C=CC(C4)C3C2=O)CC1 (stereo unspecified) in HCMV antiviral: -80*

Sorted by formula weight (descending): 3 of the compounds above
SMILES	HCMV antiviral	Sm TGR block	AmpC inh no detg	AmpC detergent	AMA1 RON2 block	FBPA Giardia inh
O=C(Nc1ccc(Cc2ccncc2)cc1)C1CCC(N2C(=O)C3C4C=CC(C4)C3C2=O)CC1 (stereo unspecified)	-80*	0%	60%	-3%	15%	4%
CCN(CC)c1ncnc2scc(C3COc4ccccc4O3)c12 (stereo unspecified)	?	-1%	-5%	?	-22%	9%
CCN1CCCC(NC(=O)c2scc3c2CCCC3)C1 (stereo unspecified)	-23	10%	-5%	?	-8%	-8%
